# VCAM1 TNFa inh – inhibitors of TNFa-induced VCAM1 expression, primary screen, imaging, HUVEC, TNFa stimulus, immunofluorescence; inhibition, % at 2 µM; HUVEC TNFa-induced VCAM-1 immunofluorescence, high-content imaging; hit rate 0.48% among 95,000;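 active = inhibition above the batch mean plus 3 SD, with images confirmed as a hit by eye, cut at about 37% in these data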;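 note: 0% = TNF-stimulated DMSO wells and 100% = unstimulated control wells; not every result past the cut was called active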
# IL1B cytotox – cytotoxicity in IL-1B stimulated HUVEC, primary screen, cytotoxicity control for IL-1B NFkB translocation project, imaging, Hoechst nuclear count, IL-1B stimulus; HUVEC cell count loss; cell count reduction, % at 2 µM; hit rate 0.41% among 94,000;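 active = cell count reduction more than 3 SD above the screen-wide mean, cut at about 70% in these data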;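 note: normalized per plate to untreated control cells as the no-loss baseline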
# H69AR inhibit – proliferation blockers of H69AR lung cancer cells, primary screen, cell-based, human, 86K library | H69AR lung tumor viability, ATP luminescence, 72 h; active compounds read low | viability, % at 10 µM | hit rate 6% among 85,000;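 active = viability at or below 40%; inactive = viability above 40%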;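 note: multidrug resistant small cell line overexpressing MRP-1 efflux transporter; 100% = mean luminescence of untreated control wells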
# F-actin modifier – modifiers of F-actin cytoskeleton organization, primary screen, imaging, HUVEC, phalloidin staining, high-content imaging. inhibition, % at 2 µM. AID 836, 2007. hit rate 0.18% among 91,000. HUVEC TNFa F-actin phalloidin imaging;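 active = inhibition above the batch mean plus 3 SD and confirmed as a hit by visual image inspection, cut at about 30% in these data, passing the limit was not always enough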; note: strong numbers were not always called active
# Pyk2 oligo antag – antagonists of Pyk2 self-association, primary screen, Q293 cells, FERM NanoBiT luminescence, HTS. active compounds read low. z-score (the deposit names both 25 µM and 10 µM). hit rate 0.83% among 99,000. AID 1347419, 2020. Protein-tyrosine kinase 2-beta (Homo sapiens), Q14289;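 active = Z-score of -3 or lower, scaled per plate to the spread of control and sample wells; inactive = z-score above -3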;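 note: negative z-score means lost luminescence so less FERM oligomerization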
# Smad3 FoxH1 inh – Smad3/FoxH1 peptide binding inhibitors, primary screen, biochemical, TR-FRET; TR-FRET Smad3/Dy647-FoxH1 peptide binding, europium anti-His; inhibition, % at 25 µM; hit rate 0.29% among 88,000;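 active = compounds that reduce the energy-transfer binding signal between the protein and its labelled peptide by more than half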;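 note: 0% = Smad3 plus labelled peptide maximal FRET and 100% = peptide-only background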
# Target sequence (P84022 whole entry, looked up): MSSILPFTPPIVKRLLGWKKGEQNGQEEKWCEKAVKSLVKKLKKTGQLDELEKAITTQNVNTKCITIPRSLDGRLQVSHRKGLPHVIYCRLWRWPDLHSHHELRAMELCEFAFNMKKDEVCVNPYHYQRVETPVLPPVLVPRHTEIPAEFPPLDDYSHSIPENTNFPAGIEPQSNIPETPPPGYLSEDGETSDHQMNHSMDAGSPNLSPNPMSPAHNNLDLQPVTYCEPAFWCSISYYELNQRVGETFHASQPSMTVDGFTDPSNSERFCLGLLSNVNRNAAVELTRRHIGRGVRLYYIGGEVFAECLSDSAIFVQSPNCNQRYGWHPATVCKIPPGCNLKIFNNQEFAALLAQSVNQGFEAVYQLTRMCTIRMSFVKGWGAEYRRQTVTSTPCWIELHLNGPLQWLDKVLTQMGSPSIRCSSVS
# TNFa cytotox – cytotoxicity in TNFa-stimulated HUVEC, primary screen, cytotoxicity control for VCAM1 expression modulator project, imaging, Hoechst nuclei count | HUVEC TNFalpha-stimulated, Hoechst cell count | cell count reduction, % at 2 µM | hit rate 0.17% among 93,000;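 active = cell count reduction exceeding the screen mean by over 5 SD, scaled to untreated wells per plate, cut at about 78% in these data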;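 note: cells counted after 24 h of TNF alpha exposure following the 1 h pretreatment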
# Fibroblast inh – antiproliferative effect on LL 47 fibroblasts – human, LL 47 cells, CellTiter-Glo luminescence, primary screen; hit rate 1.1% among 85,000; viability, % at 10 µM; LL 47 human lung fibroblast viability, ATP luminescence; active compounds read low; AID 719, 2007;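 active = viability at or below 50% in the single dose screen; inactive = viability above 50%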;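 note: compound exposure lasted 72 h before the ATP readout; 100% = median luminescence of untreated cell-only wells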
#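 Assay system: human lung fibroblast line LL 47, low passage. Input: 1,150 fibroblasts seeded per well. Times: overnight cell rest, 72 h compound treatment at 37 °C. Evaluation: % viability of median cell-only signal. Technique: luminescent ATP detection, CellTiter-Glo. Control set: cell-only wells, no compound.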
# HUVEC prolif 384 – inhibitors of HUVEC proliferation, primary screen, cell-based, 384-well; viability, % at 10 µM (by protocol); CellTiter-Glo luminescence, 72 h; active compounds read low; hit rate 1.1% among 86,000;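 active = viability at or below 30%; inactive = viability above 30%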;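 note: 100% = median luminescence of DMSO-only cell control wells on each plate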
# Numbers without * were called inactive; . = not tested or not shown; [ ] = another dose, or the depositor's remark. These rows are one share of the data. The share of hits here may be higher or lower than overall.
SMILES,VCAM1 TNFa inh,IL1B cytotox,H69AR inhibit,F-actin modifier,Pyk2 oligo antag,Smad3 FoxH1 inh,TNFa cytotox,Fibroblast inh,HUVEC prolif 384
CCCCN(CC(=O)Nc1c(C)cccc1CC)C(=O)SCC,15,-9,.,-2,0.54,.,-16,.,.
COc1ccc(S(=O)(=O)N(C)CC(=O)NCCC2=CCCCC2)cc1C,6,-3,80,15,-0.98,9,-6,102,99
CC(=O)Nc1ccc(S(=O)(=O)N(C)CC(=O)Nc2ccccc2N2CCOCC2)cc1,2,-28,92,46,-1.1,-3,-23,93,102
O=C1NC(c2ccccc2)=C(c2nc3ccccc3s2)C(c2ccccc2)N1 (stereo not drawn),-3,13,.,-23,-3.6*,.,-2,.,.
CC(C)c1nc2n[nH]c(N)c2c2c1CSC(C)(C)C2,-12,-223,100,10,0.27,3,-26,96,103
Cc1ccc(S(=O)(=O)NC(=O)Nc2ccccc2F)cc1,8,8,103,-15,0.18,-12,5,98,124
COc1cc2c(cc1OC)-c1cc(N3CCCc4ccccc43)nc(=O)n1CC2,17,.,46,7,1.2,6,-11,66,82
CCOC(=O)CC(NC(=O)c1ccc(C)cc1)c1ccc(C)cc1 (stereo not drawn),22,-31,95,19,-0.63,-2,-18,83,94
CSc1nnc(Cn2c(=O)sc3ccccc32)n1-c1ccccc1,8,-6,98,10,.,-1,-2,96,96
O=C(N/N=C/c1ccc(O)c(O)c1)c1ccc(CSc2cccc3cccnc23)cc1,9,-8,40*,-16,-1.2,-2,-5,74,73
CCSc1nc(=O)n(-c2ccccc2)c(C)c1C(C)=S,-4,-33,95,-3,0.03,3,-11,.,96
CC1=C(C(N)=O)C(c2ccccc2)n2nc(-c3cccc(C)c3)nc2N1 (stereo not drawn),10,4,93,-17,.,12,61,93,95

# Single records, from the list above. Values in the order: VCAM1 TNFa inh | IL1B cytotox | H69AR inhibit | F-actin modifier | Pyk2 oligo antag | Smad3 FoxH1 inh | TNFa cytotox | Fibroblast inh | HUVEC prolif 384
# Shown for CSc1nnc(Cn2c(=O)sc3ccccc32)n1-c1ccccc1 → 8 | -6 | 98 | 10 | . | -1 | -2 | 96 | 96
# Shown for CC(=O)Nc1ccc(S(=O)(=O)N(C)CC(=O)Nc2ccccc2N2CCOCC2)cc1 → 2 | -28 | 92 | 46 | -1.1 | -3 | -23 | 93 | 102

# Next compounds.
SMILES,VCAM1 TNFa inh,IL1B cytotox,H69AR inhibit,F-actin modifier,Pyk2 oligo antag,Smad3 FoxH1 inh,TNFa cytotox,Fibroblast inh,HUVEC prolif 384
Cc1ccc(C2C(C(=O)O)c3ccccc3C(=O)N2C)c(C)c1 (stereo not drawn),.,.,103,.,-0.11,.,.,108,96
CC(C)(c1ccccc1)c1ccc(OCCCNCCO)cc1,5,.,0.9*,2,-0.53,8,-11,66,26*
CN1C(=S)SC(N(O)C(=O)NC2CCCCC2)C1(C)C (stereo not drawn),0,-98,89,12,0.66,-7,-29,102,108
CC(C)NC(=O)c1onc(CSc2cccc3ccccc23)c1C(=O)O,12,-25,.,-11,.,.,-36,.,.
CCC(C)C(NC(=O)OC(C)(C)C)C(=O)NC(Cc1ccccc1)C(=O)OC (stereo not drawn),10,.,.,-3,0.61,.,-8,.,.
CC(C)CC(=O)N1CCN(C(=O)CCC2CCCC2)CC1,16,-18,105,-9,0.3,-13,-15,110,97
NS(=O)(=O)c1ccc(CCNC(=O)CSc2ccccc2)cc1,10,-17,.,23,0.42,.,4,.,.
CN(C)CCNc1nc2c(c(=O)[nH]c(=O)n2C)n1CCCc1ccccc1,11,14,86,-7,.,-10,-6,91,99
C=CCn1c(Cc2cccs2)nnc1SCC(=O)c1cccc(Br)c1,-5,-15,88,9,0.31,-2,-7,98,116
COc1cc(S(=O)(=O)NC2CCCCC2C)ccc1Cl (stereo not drawn),19,-11,93,1,-1.1,10,3,94,44
COc1ccc(Nc2nc(C)cc(=O)[nH]2)c(OC)c1,8,-2,.,-1,-1.1,.,-10,.,.
CN(Cc1nc2ccccc2n1C)S(=O)(=O)c1ccc(F)cc1,8,9,95,6,1.1,-3,-10,99,108
CC1CCCC(C)N1S(=O)(=O)c1ccc(NC(=O)c2ccccc2C(=O)N2CCOCC2)cc1 (stereo not drawn),1,10,107,15,-0.87,-8,5,100,103
c1ccc(-n2nnnc2-n2cnc3ccccc32)cc1,-15,-24,80,-2,-0.61,0,18,95,96
CCNc1ccc(C(=O)OCC)cc1NC(=O)c1cccc(S(=O)(=O)N2CCOCC2)c1,5,-22,99,-28,-0.18,12,2,102,87
CCOc1ncccc1C(=O)OCC(=O)Nc1cc(C(=O)OC)ccc1C(=O)OC,.,.,87,.,.,-24,.,88,88
CN(C)/C=C(/C(=O)c1ccccc1Cl)S(=O)(=O)c1ccccc1,6,14,.,44,-0.26,.,-32,.,.
c1ccc(-c2nc(N3CCCCCC3)c3ccccc3n2)nc1,14,-27,7.6*,-14,-0.42,2,-23,37*,58
COC(=O)c1ccccc1NC1c2ccccc2C(=O)N1c1cccnc1 (stereo not drawn),.,.,86,.,.,4,.,114,98
COc1ccc(OC/C(O)=C(\C#N)c2nc3ccccc3[nH]2)cc1,-2,-16,.,0,0.01,.,-3,.,.
Cc1cc2ncn(S(=O)(=O)c3ccc(S(=O)(=O)N4CCCCCC4)cc3)c2cc1C,18,26,35*,11,-0.82,1,-40,98,89
COc1cc(CNCc2ccccn2)ccc1OCc1cccc(Cl)c1,8,-1,.,6,-0.11,.,-17,.,.
COc1ccc(CN2CCOCC2)cc1OC,13,3,100,-8,0.8,2,0,107,107
Cc1cc(OCC(=O)NCCN2CCOCC2)cc(C)c1Br,17,-64,90,.,-0.59,6,-20,103,98
Cn1c(=O)c2c(nc(NCc3ccc4c(c3)OCO4)n2Cc2ccccc2F)n(C)c1=O,-39,-18,43,6,-1.4,6,-56,104,91
CC(=O)N1CCN(c2ccc(NC(=O)c3ccc(N4CCCC4)c([N+](=O)[O-])c3)cc2Cl)CC1,16,-12,.,2,-2.4,.,-4,.,.
COc1cccc(NC(=O)c2ccc3c(c2)N(CC(=O)N2CCCCC2)C(=O)C(C)(C)O3)c1,17,-12,52,57,0.79,-5,-49,95,89
CCCCn1c(SCc2c(C)noc2C)nc2cc(S(N)(=O)=O)ccc21,23,-4,48,16,1.2,-3,-8,60,52
C/C(=N/Nc1nc(-c2ccc(Cl)cc2)cs1)c1cccs1,35,3,.,-32,-0.9,.,-10,.,.
COc1ccccc1N(C(C)=O)C1SC(=O)N(c2ccccc2)C1=O (stereo not drawn),3,6,93,-29,0.49,3,-15,102,104
CCC(C)N(C(=O)COC(=O)c1cn(CC)c2nc(C)ccc2c1=O)C1CCS(=O)(=O)C1 (stereo not drawn),.,.,87,.,0.29,13,.,99,95
CCOC(=O)N1CCN(S(=O)(=O)c2ccc(OC)c(Cl)c2)CC1,2,-13,87,21,-0.1,9,-4,93,102
O=C1CN(c2nc3ccccc3n3cnnc23)CC(=O)N1CCc1ccccc1,11,5,103,4,.,-2,9,112,104
Cc1ccc(C(=O)NCc2ccco2)cc1S(=O)(=O)Nc1cccc(Cl)c1,-4,-8,.,-11,-1.2,.,-4,.,.
CC(O)CNCCNCc1c(OCc2ccccc2)ccc2ccccc12 (stereo not drawn),12,0,.,-27,0.83,.,-13,.,.
COc1cc(N=Cc2c(O)[nH]c3ccccc23)cc(OC)c1OC,24,.,.,-3,-2,.,1,.,.

# Part of the list above, showing only TNFa cytotox, VCAM1 TNFa inh and Smad3 FoxH1 inh.
compound	TNFa cytotox	VCAM1 TNFa inh	Smad3 FoxH1 inh
CCC(C)N(C(=O)COC(=O)c1cn(CC)c2nc(C)ccc2c1=O)C1CCS(=O)(=O)C1 (stereo not drawn)	.	.	13
Cn1c(=O)c2c(nc(NCc3ccc4c(c3)OCO4)n2Cc2ccccc2F)n(C)c1=O	-56	-39	6

# Going on with the list:
SMILES,VCAM1 TNFa inh,IL1B cytotox,H69AR inhibit,F-actin modifier,Pyk2 oligo antag,Smad3 FoxH1 inh,TNFa cytotox,Fibroblast inh,HUVEC prolif 384
CC(C)Cn1c(Br)nc2c1c(=O)n(CCC#N)c(=O)n2C,14,-110,89,16,1.8,-8,-15,97,102
CCOC(=O)c1sc(N(Cc2ccccc2)C(=O)CN2C(=O)CN(C)C2=O)nc1C,-32,-1,.,-2,-1.1,.,-100,.,.
c1cc(C(c2nnnn2C2CCCC2)N2CCOCC2)ccn1 (stereo not drawn),-10,-9,99,-12,0.03,2[fluorescence artefact?],-3,97,111
O=C(O)CSc1c2c(nc3cc(C(=O)N4CCOCC4)ccc13)CCCC2,-5,-8,82,3,0.45,-2,-32,96,98
Cc1nn(C(=O)N2CCOCC2)c(C)c1C,-14,6,99,-9,0.99,5,-9,93,90
CCCc1cc(Nc2cccc(OC)c2)n2ncnc2n1,13,0,85,16,-0.78,-6,-27,100,105
O=C(CN(Cc1ccccc1)S(=O)(=O)c1ccccc1)NC1CC1,1,-10,79,-3,1.1,-13,-6,92,99
COc1cc(N2CCCC2)c(OC)cc1/C=C(/C#N)c1ccc(Br)cc1,20,-12,75,.,-2.1,-8,-57,87,91
COc1cc(CNCCO)ccc1OCC(=O)Nc1ccc(Br)cc1,-22,-10,84,-15,-0.06,-2,.,86,93
N#Cc1ccccc1Cn1c(-c2cscn2)nc2ccccc21,18,-9,55,-19,0.46,-7,-4,89,103
CCC(=O)Nc1ccc(C(=O)n2ccc(C)n2)cc1,10,4,94,-10,0.33,0,53,97,91
COc1cc(NS(=O)(=O)c2ccc(NC(=S)NC(=O)C3CCCC3)cc2)nc(OC)n1,2,-2,85,-15,-0.91,2,-3,99,82
COCCCn1c(SCC(=O)OC2CCCCC2)nnc1-c1ccco1,12,2,95,18,0.26,4,-49,98,100
COc1cc(C)c(Cl)cc1S(=O)(=O)N(C)C,4,24,114,-12,0.46,-11,-10,101,102
CC(C)NS(=O)(=O)c1ccc(NC(=O)C2CCCCC2)cc1,8,-10,109,-7,0.9,1,-6,101,106
O=C(OCn1ncc(Cl)c(Cl)c1=O)c1ccc(C(F)(F)F)cc1,1,2,.,-4,1.2,.,5,.,.
COC(=O)c1[nH]c(C)c(/C(O)=C2\C(=O)C(=O)N(CCN(C)C)C2c2cc(OC)ccc2OC)c1C (stereo not drawn),-4,-13,90,8,-1.9,8,-14,98,82
COc1ccc(C2(CN(C(C)=O)C(C)=O)CCCC2)cc1OC,4,7,93,13,-0.12,1,-15,108,91
COc1ccc(CCNC(=O)c2nnn(CC(=O)Nc3ccccc3)c2N)cc1OC,7,-11,95,-27,-0.1,4,-17,105,103
CC1CN(S(=O)(=O)c2cccc(C(=O)OCC(=O)Nc3ccc4c(c3)OCO4)c2)CC(C)O1 (stereo not drawn),-10,-19,1.0*,32,-0.98,4,-17,99,85
CCn1c(Cc2cccs2)nnc1SCC(=O)Nc1ccc(OC)c(OC)c1,18,13,92,-4,0.59,-4,5,102,98
CC1(C)CCCN(C(=O)c2coc(=O)c(Br)c2)C1,0,-33,7.0*,5,-0.28,61*,-25,98,86
C/C(CCc1oc2ccccc2c1-c1ccc(C)o1)=N/O,14,6,99,3,-0.55,-4,25,97,90
CCCCN1C2=C(C(=O)CCC2)C(c2ccc(Cl)c(Cl)c2)C2=C1c1ccccc1C2=O (stereo not drawn),-28,2,.,10,-0.9,.,7,.,.

# Assay outcomes from PubChem BioAssay.
